LMP1 NFkB inh = inhibitors of Epstein-Barr LMP1-induced NF-kappaB reporter; LMP1-induced NF-kappaB luciferase reporter cells, luminescence; inhibition, % at 12.5 µM; hit rate 0.69% among 350,000; AID 504558; in the data active = inhibition above about 41%;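 note: 0% = neutral control wells and 100% = reference inhibitor control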
KKLEB cytotox = reduces viability of KKLEB cystic fibrosis airway cells. KKLEB CF airway cells viability, ATPlite luminescence, overnight; hits give low values; cells stimulated with P. aeruginosa culture filtrate. AID 602141. hit rate 0.36% among 360,000. activity change (cytotoxicity), % at 5 µM;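 active = corrected activity change at or below -50% at 5 µM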
CF NFkB inh = cystic fibrosis NF-kB activation inhibition. KKLEB NF-kB-GFP reporter, PAF-induced, GFP fluorescence overnight. inhibition, % at 5 µM. hit rate 0.86% among 360,000. AID 588850;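 active = at least 50% inhibition at 5 µM, scaled per plate between neutral and stimulator controls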;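 note: PAF is a Pseudomonas aeruginosa culture filtrate used as stimulus; plate controls were PAF-stimulated DMSO wells for no effect and unstimulated DMSO wells for full effect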
Shn3 3UTR inh = Schnurri-3 reporter inhibition in Clone20 osteoblasts; Clone20 osteoblast Shn3 3'UTR firefly luciferase, 24 h; inhibition, % at 12.5 µM; hit rate 0.52% among 360,000; AID 588674;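 active = mean inhibition of at least 75% with every replicate also reaching 75%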;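 note: 0% = median of neutral control wells and 100% = pilot-screen positive control compound; some compounds past the cut are filed as inactive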
HIF-2a inh = HIF-2a inhibition; hit rate 0.72% among 360,000; inhibition, % at 18.8 µM; 786-0 RCC cells HIF-2a reporter, luciferase luminescence, overnight;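 active = inhibition of the luminescence signal of 40% or more relative to plate controls, in a single-dose primary screen at 18.75 µM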
MITF TRPM1 inh = reduces MITF-dependent TRPM1 promoter luciferase signal; hit rate 0.83% among 330,000; SK-MEL-5 TRPM1 promoter luciferase, 24 h; AID 488899; inhibition, % at 12.5 µM;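 active = mean inhibition across replicates of 60% or more, whatever share of single replicates reaches that level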; note: values of inactives mirror those of a sister screen read the other way
C8 TRAIL sens = caspase-8 TRAIL sensitization | hit rate 1% among 360,000 | inhibition (viability loss, TRAIL sensitization), % at 10 µM | NB7+C8 cells + TRAIL, ATPlite viability luminescence;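 active = compounds causing at least 50% loss of cell viability in the single-dose screen, relative to plate controls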
hiPSC survival = hiPSC single-cell survival enhancement; AID 602274; hit rate 0.044% among 360,000; ATPlite luminescence; 100% = ROCK inhibitor wells, 0% = DMSO; survival enhancement, % at 20 µM; in the data active = survival enhancement above about 18%;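 note: cells exposed to compounds for 16 hours before the ATP read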
Peg3 promoter = Peg3 promoter activity inhibition; HeLa PEG-Prom luciferase reporter, luminescence, overnight; AID 588405; hit rate 1.7% among 360,000; inhibition, % at 20 µM;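 active = inhibition of at least 50% at 20 µM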
NR2E3 ag-1 = human photoreceptor-specific nuclear receptor agonism; CHO-S Gal4-NCOR/VP16-NR2E3 two-hybrid, luciferase; hit rate 0.35% among 360,000; Q9Y5X4; inhibition of corepressor binding, % at 3.98 µM; AID 602229;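 active = inhibition above the mean of all tested compounds plus 3 SD, cut at about 70% in these data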;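 note: 0% = DMSO with NR2E3 transfected cells and 100% = cells lacking NR2E3 construct; higher means lower luciferase signal from less NR2E3 corepressor binding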
Target sequence (Q9Y5X4 whole entry, looked up, the tested form may be a part): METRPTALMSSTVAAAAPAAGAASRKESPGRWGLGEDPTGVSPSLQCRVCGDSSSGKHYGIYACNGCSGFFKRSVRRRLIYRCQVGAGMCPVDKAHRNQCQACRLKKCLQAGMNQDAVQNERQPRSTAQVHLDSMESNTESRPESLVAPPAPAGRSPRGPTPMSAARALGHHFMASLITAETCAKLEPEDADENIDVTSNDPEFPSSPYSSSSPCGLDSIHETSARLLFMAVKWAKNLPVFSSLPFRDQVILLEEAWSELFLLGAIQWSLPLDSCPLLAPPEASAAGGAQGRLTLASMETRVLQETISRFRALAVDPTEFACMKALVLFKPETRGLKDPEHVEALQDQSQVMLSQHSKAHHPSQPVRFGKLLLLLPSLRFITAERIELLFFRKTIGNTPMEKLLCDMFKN
NR2E3 ag-2 = NR2E3 (human) agonism; Q9Y5X4; GST-NR2E3/biotin-RetCOR TR-FRET, 1536-well; inhibition of corepressor binding, % at 4.78 µM; hit rate 0.12% among 320,000; AID 2300;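 active = percent inhibition above the cutoff of mean plus 3 SD of all tested compounds, set per screening campaign, cut at about 20% in these data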;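 note: 0% = DMSO wells and 100% = biotin wells as full block of FRET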
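system = GST-tagged NR2E3 plus biotinylated RetCOR corepressor | input = 1.35 nM GST-NR2E3 | also added = 7 nM biotin-RetCOR | schedule = 5 h incubation at 4 °C | measured by = TR-FRET with europium anti-GST and streptavidin-D2, 340 nm excitation | read-out = percent loss of FRET ratio relative to control wells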
The depositor's hits bear a star; · = no result given. Only part of the results is shown (hit frequency here may not be typical).

SMILES	LMP1 NFkB inh	KKLEB cytotox	CF NFkB inh	Shn3 3UTR inh	HIF-2a inh	MITF TRPM1 inh	C8 TRAIL sens	hiPSC survival	Peg3 promoter	NR2E3 ag-1	NR2E3 ag-2
CC(C)C[C@H]1CNC(=O)C(=O)N1C[C@H](C)NC(=O)Cc1ccccc1	-8	-2	2	-8	11	5	-6	-0.4	-8	10	-1
Cc1ccc(S(=O)(=O)N2CCC(C(=O)N3CC(C)OC(C)C3)CC2)cc1 (stereo not given)	-4	12	-6	-47	9	0	-8	-0.5	-2	-7	-1
CCC(CC)c1nnc(NC(=O)C2COc3ccccc3O2)s1 (stereo not given)	-16	16	-17	-53	-206	-66	3	1.7	-214	-99	0
COc1cc(N)ccc1Cc1ccc(N)cc1OC	-11	1	2	4	8	8	8	-0.8	-3	-18	4
COc1ccccc1S(=O)Cc1ccc(C(=O)NCCc2ccc(Cl)cc2)o1 (stereo not given)	3	6	8	3	0	-2	-3	-1.4	-1	3	1
Fc1cccc(Cl)c1COc1ccc(-c2nnco2)cc1	-2	10	-17	0	-119	-2	32	0.9	-107	-24	4
COCCNC(=O)C1CCCN(Cc2ccc(C#N)cc2)CC1 (stereo not given)	·	-1	-1	4	13	·	0	1.4	-2	-19	·
COc1ccc(C2CC(c3ccccc3OC(C)=O)=NN2C(=O)/C=C/c2ccccc2)cc1 (stereo not given)	9	-4	6	10	-20	0	8	1.5	-7	-5	0
Cc1cccc(-n2nc3c(c2NC(=O)c2ccc(Br)o2)CSC3)c1C	1	14	10	0	5	7	-15	-0.6	4	3	0
Cc1noc(C)c1S(=O)(=O)Nc1cc(C(F)(F)F)ccc1N1CCOCC1	-3	7	2	-6	21	7	-11	0.0	12	5	-1
Cc1cccc(C)c1N=C1C(=O)Nc2ccccc21	-4	1	-3	28	16	9	2	-0.6	11	-11	-4
CCOC(=O)C1C(C(=O)Nc2cccc(C(F)(F)F)c2)C1C(=O)NC(C)C (stereo not given)	-3	12	2	12	18	-2	0	0.3	6	-9	5
Cc1nn(Cc2c(F)c(F)c(F)c(F)c2F)c(C)c1NC(=O)c1ccnn1C	-7	-7	-8	5	10	3	4	-0.1	1	4	0
COc1ccc(OC)c(N/C(C)=C/C(=O)c2ccncc2)c1	6	16	5	-5	5	13	-22	-0.4	19	2	1
O=C(Nc1ccc(S(=O)(=O)N2CCOCC2)cc1)c1ccc(F)cc1	-8	-6	-7	8	5	-10	-10	1.4	1	-10	6
CSc1nn2c(C(F)(F)F)cc(C(F)(F)F)nc2c1C(N)=O	0	-9	21	16	15	-2	6	-0.4	2	-9	-2
CN1CCc2c(sc(NC(=O)c3ccco3)c2C(N)=O)C1	-5	0	0	-15	-53	-12	-22	0.8	-34	9	-2
CC1(C(=O)NCc2cccc(Cl)c2)Cc2c(-c3ccc4c(c3)OCO4)ccnc2O1 (stereo not given)	·	-3	6	5	12	·	27	-2.0	23	-22	·
COc1cccc(-c2cnc(C(O)c3c(C)ccc4ccccc34)[nH]2)c1 (stereo not given)	·	2	-14	-12	26	·	-7	-0.2	5	-7	·
Cn1nnc2cc(C(=O)NCc3ccco3)ccc21	1	11	7	5	-4	8	4	-1.5	-14	-16	-2
CC[n+]1c(/C=C(\C)SC)sc2ccccc21	-4	14	-6	-15	0	10	-6	-0.4	5	21	2
COc1cc([N+](=O)[O-])ccc1NC(=O)Nc1cnccn1	-6	-2	29	-17	1	26	16	-0.3	14	-9	-5
COC(=O)[C@H]1C[C@H](OC(=O)Nc2c(C)noc2C)[C@@]2(O)CN(S(=O)(=O)c3ccc(C)cc3)CC2[C@H]1C(=O)OC (stereo not given in full)	-5	11	-2	1	9	·	5	3.8	2	-1	·
COc1ccc(NC(=O)CSc2c3c(nc4ccccc24)CCCC3)c(OC)c1	12	-6	31	45	47*	14	-2	-1.3	5	-21	2
CC(C)CNC(=O)c1ccc(-c2ccc(F)c(F)c2)c2ccoc12	·	-3	-18	-11	-120	·	0	-2.3	-77	-25	·
CCN(CC(=O)NCc1ccc(Cl)cc1)C(=O)CCOc1ccccc1C	-12	-11	22	4	-1	-2	-10	0.8	28	1	1
CC(OC(=O)/C=C/c1ccccc1)C(=O)Nc1cccc(C#N)c1 (stereo not given)	-5	26	26	6	24	-6	-7	0.6	-10	-23	-6
Cc1ccc(NC(=O)c2ccccc2F)nc1	1	30	-38	-31	-136	-6	15	-2.6	-183	-120	-1
NC(=O)N/N=C/c1ccc(-n2nncc2-c2ccc(Cl)cc2)cc1	-1	5	11	-8	15	2	-11	-0.6	4	-5	3
Cc1ccc(S(=O)(=O)N2CCN(S(C)(=O)=O)C2c2ccccc2)cc1 (stereo not given)	0	-2	0	-3	19	1	-9	8.1	15	1	3
COc1cc(OC)nc(Oc2ccccc2C(=O)Oc2ccccc2Cl)n1	3	-14	8	-15	-1	-1	-2	-2.3	26	7	2
Cc1cc(C)c(S(=O)(=O)C(C)C)c(=O)[nH]1	1	4	-5	17	15	3	-4	1.8	5	-28	2
COc1ccc(-n2c(=O)c3ccccc3n(Cc3ccccc3F)c2=O)cc1OC	-3	-3	-7	-2	19	2	-14	0.0	12	-4	0
CCCCNCC(=O)Nc1sc(C)c(C)c1C(=O)OCC	-4	3	-12	0	-9	8	-12	-1.3	3	-6	1
O=C(CN1CCN(c2cccc(C(F)(F)F)c2)CC1)Nc1cccc(C(F)(F)F)c1	-3	5	9	5	15	-3	8	8.5	23	-3	0
CCC1Oc2ccc(Cl)cc2N(CC(=O)O)C1=O (stereo not given)	1	0	4	10	3	7	-11	0.5	1	0	1
O=C(COc1ccccc1F)Nc1ccc2c(c1)CCC2	-17	-6	-4	-135	-293	·	-5	-0.2	-340	-5	·
C/C(=N\NC(=O)CCc1ccc(S(=O)(=O)N2CCOCC2)cc1)c1ccc(Br)cc1	-4	-16	1	16	26	-7	6	0.7	13	-12	-2
Cc1cccc(NC(=O)c2cc([N+](=O)[O-])ccc2N2CCN(C)CC2)c1	-1	-13	6	-20	2	-14	2	-1.6	3	-2	-5
O=C(Cc1cccs1)Nc1nnc(SCc2cccc3ccccc23)s1	4	4	-12	-2	10	-5	-1	-1.1	5	-7	2
O=C(NNC1=NC2(CCCC2)Cc2ccccc21)c1ccncc1	-9	-7	-6	11	18	-1	-2	2.2	11	2	0
COC(=O)c1cn(NC(=O)Cc2ccc(Cl)c(Cl)c2)c(=O)c2ccccc12	1	-2	-11	3	19	10	-2	1.3	19	1	2
Cc1cc(Cl)ccc1OCC(=O)NNC(=O)c1ccc(=O)[nH]c1	-6	7	-28	11	-6	-1	8	1.3	-3	9	·
CCN(Cc1ccccc1)C(=O)C1CCC(CNc2c(N3CCOCC3)c(=O)c2=O)CC1 (stereo not given)	3	-2	-2	10	7	-2	8	0.5	-1	-1	-4
Cc1ccc(-c2csc(-c3c[nH]c4ccccc34)n2)c(C)c1	-15	4	-14	4	-276	-16	6	3.4	-179	-88	3
COc1cccc(C(=O)Oc2ccc3ccc(=O)oc3c2)c1	2	9	-1	-12	4	-2	3	-0.8	0	9	0
C=CCN1C(=O)c2ccc(C(=O)NCCOc3ccccc3F)cc2C1=O	-1	-7	-16	-17	-19	-23	-13	-0.6	4	-29	-1
CCCCc1c(O)nc2sc3cc(OC)ccc3n2c1=O	-14	9	7	-32	-134	-19	22	2.4	-98	-17	-4
CC(=O)N1CCN(CC(O)COc2ccc(S(=O)(=O)N3CCOCC3)cc2)CC1 (stereo not given)	5	14	-25	6	-4	-5	-5	-0.4	-10	20	-1
C=CCON/C(CCC)=C1\C(=O)CC(C)(C)CC1=NC	-2	-16	10	2	14	4	10	-0.3	9	-43	-4
Cc1cc(C)n(CCNS(=O)(=O)c2ccc(Cl)cc2)n1	-4	-2	28	8	11	5	-9	0.0	11	-4	1
CC(C(=O)Nc1nccs1)N1C(=O)C2CC=CCC2C1=O (stereo not given)	-10	10	11	-16	2	-14	2	0.8	8	-5	0
O=C(/C=C/c1cccs1)NC1CC1	-2	13	-3	-16	-26	-22	5	-0.9	-26	-9	-2
NNC(=O)c1csc(-c2cccc(C(F)(F)F)c2)n1	-1	1	-8	-11	17	-3	9	0.5	-6	-7	6
C=CCN(CC(O)c1cccc([N+](=O)[O-])c1)C(C)CCc1ccccc1 (stereo not given)	6	-12	13	18	10	10	11	1.1	-7	-39	1
Cc1cc(C)n(-c2n[nH]c(C)c2[N+](=O)[O-])n1	-6	-4	-8	-3	6	10	-6	-1.5	15	-15	7
COc1ccccc1C(=O)NCCC(=O)Nc1nc2ccccc2[nH]1	6	-4	28	-39	-17	14	-6	-0.3	-30	31	-1
CC(C)(C)NC(=O)COc1ccc(CNn2nnnc2N)cc1	-1	2	4	3	5	3	-11	-0.8	3	-4	3
O=C(O)COc1ccc(Br)cc1C(c1c(C(=O)O)[nH]c2ccccc12)c1c(C(=O)O)[nH]c2ccccc12	7	-2	4	2	13	27	-5	-0.8	26	-8	2
O=C(OCc1nnc(-c2ccccc2)o1)c1cccnc1Cl	4	9	3	-19	-46	-4	-3	-2.3	-23	-20	-1
Later entries:
SMILES	LMP1 NFkB inh	KKLEB cytotox	CF NFkB inh	Shn3 3UTR inh	HIF-2a inh	MITF TRPM1 inh	C8 TRAIL sens	hiPSC survival	Peg3 promoter	NR2E3 ag-1	NR2E3 ag-2
Nc1ccccc1C(=O)NCc1ccc(F)cc1	-12	-17	-1	-34	10	6	-1	-0.5	-1	6	-2
CSc1nc2c(c(=O)n1C)SC(C)C2 (stereo not given)	2	7	3	-3	10	·	2	0.2	4	-6	0
O=C(Nc1ccccc1)c1cc(C2CCCN(C(=O)c3ccc4c(c3)CCO4)C2)on1 (stereo not given)	·	-6	16	-39	-110	·	9	-0.3	-55	-29	·
CC1(C)C(=O)OC(C(=O)c2ccc(Cl)cc2)C(C)(C)C1=O (stereo not given)	3	4	-10	1	10	-10	30	-1.2	-8	-2	0
O=C(CSc1nc(=O)n(CCCN2CCOCC2)c2c1CCCC2)Nc1cccc(Cl)c1	4	-6	-7	1	3	6	-7	0.0	23	-27	-2

Reprinted at random: four records from the list
SMILES	LMP1 NFkB inh	KKLEB cytotox	CF NFkB inh	Shn3 3UTR inh	HIF-2a inh	MITF TRPM1 inh	C8 TRAIL sens	hiPSC survival	Peg3 promoter	NR2E3 ag-1	NR2E3 ag-2
CC1(C)C(=O)OC(C(=O)c2ccc(Cl)cc2)C(C)(C)C1=O (stereo not given)	3	4	-10	1	10	-10	30	-1.2	-8	-2	0
O=C(CSc1nc(=O)n(CCCN2CCOCC2)c2c1CCCC2)Nc1cccc(Cl)c1	4	-6	-7	1	3	6	-7	0.0	23	-27	-2
Nc1ccccc1C(=O)NCc1ccc(F)cc1	-12	-17	-1	-34	10	6	-1	-0.5	-1	6	-2
O=C(Nc1ccccc1)c1cc(C2CCCN(C(=O)c3ccc4c(c3)CCO4)C2)on1 (stereo not given)	·	-6	16	-39	-110	·	9	-0.3	-55	-29	·

Screening results deposited in PubChem BioAssay by several laboratories.
